GLP1R cytotox = qHTS of GLP-1 Receptor Inverse Agonists: Cytotox Screen; HEK293 cAMP-luciferase reporter cells, luminescence, 24 h; Potency, µM (titrated, usually from 38.3 µM), without a hit: top-dose activity change, negative = inhibition, most hits filed as inhibitors; 410,000 tested, 0.13% active;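 note: loss of luciferase light is scored as toxicity; potency is the fitted concentration of half-maximal effect; % is set by controls: 0 for no effect and ±100 for the full control effect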
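Compound-treated cells are incubated 24 hr at 37 deg C under 5% CO2 after a 12 hour attachment period, then luciferase detection reagent is added and luminescence is measured following 12 min at room temperature; lowered signal indicates toxicity.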
KB-3-1 tox = qHTS assay for MDR1-selective chemotherapeutics: Primary screen using the parental adenocarcinoma cell KB-3-1. KB-3-1 viability, CellTiter-Glo ATP luminescence, 72 h. Potency, µM (highest dose often 46.1 µM), for the others: top-dose activity change, negative = cytotoxic, usual class: cytotoxic. 400,000 tested, 1.4% active; note: potency is the fitted concentration of half-maximal effect; % is set by controls: 0 for no effect and ±100 for the full control effect; nearly all actives have a fitted effect of over 60% in size
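Here the drug-naive KB-3-1 line serves as comparator for MDR sub-line selectivity; cells received compound titrations, 72 h at 37 °C, then CellTiter-Glo readout.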
DRD3 agonist = qHTS of D3 Dopamine Receptor Agonist: qHTS; 410,000 tested, 0.58% active; D3R DiscoveRx beta-arrestin cells, luminescence, 90 min; D(3) dopamine receptor (Homo sapiens), P35462; max activation, %; in the data active = max activation above about 30%; note: 0% is about no effect; mostly tested at two doses, the higher about 12 µM
Target sequence (P35462 whole entry, looked up): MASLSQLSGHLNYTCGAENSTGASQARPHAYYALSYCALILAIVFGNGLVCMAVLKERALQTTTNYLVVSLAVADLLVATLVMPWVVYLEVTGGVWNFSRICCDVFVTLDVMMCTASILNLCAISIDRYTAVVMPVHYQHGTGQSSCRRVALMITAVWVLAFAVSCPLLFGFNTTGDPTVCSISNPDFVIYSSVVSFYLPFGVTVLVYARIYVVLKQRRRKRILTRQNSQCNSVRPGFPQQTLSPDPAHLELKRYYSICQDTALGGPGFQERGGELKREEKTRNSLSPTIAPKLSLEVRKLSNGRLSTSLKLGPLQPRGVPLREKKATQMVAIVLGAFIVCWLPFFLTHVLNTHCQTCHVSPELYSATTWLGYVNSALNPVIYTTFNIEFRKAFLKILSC
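Agonist mode: compounds and dopamine controls were applied to plated cells for 90 min at 37 degrees C after an overnight attachment at 1500 cells/well. Luminescent read-out followed 30 - 60 minutes at room temperature with DiscoveRx detection reagent.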
MCF10A rerep = A quantitative high throughput screen for small molecules that induce DNA re-replication in MCF 10a normal breast cells | MCF 10A DNA re-replication, Hoechst nuclear intensity, 48 h | Potency, µM (titrated, usually from 46.1 µM), inactives show at the top dose activity, positive = re-replication, most hits filed as activators | 350,000 tested, 2.9% active | AID 624296, 2012; note: potency is the fitted concentration of half-maximal effect; % of control where 0% means no effect; nearly all actives have a fitted effect of over 50% in size
HT1080NT lethal = qHTS for induction of synthetic lethality in tumor cells producing 2HG: qHTS for the HT-1080-NT fibrosarcoma cell line. HT-1080-NT fibrosarcoma viability, CellTiter-Glo ATP luminescence, 48 h. Potency, µM (series often up to 46.1 µM), inactives show at the top dose activity, negative = less viability, most hits filed as cytotoxic. 360,000 tested, 1.6% active. AID 686970, 2013;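 note: NT is the 2HG producing partner of a matched IDH1 knockdown line; potency is the fitted concentration of half-maximal effect; 0% = DMSO-treated cells and -100% = media-only wells without cells; nearly all actives have a fitted effect of over 55% in size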
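Luminescent CellTiter-Glo readout after 48 hours of compound exposure at 37 degrees C defined viability of HT-1080-NT cells. Activity was normalized to DMSO wells and cell-free media wells; concentration-response curves were fitted and assigned curve classes.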
KB-V1 cytotox = qHTS assay for MDR1-selective chemotherapeutics: Primary screen using the drug-selected MDR subline cells KB-V1; KB-V1 MDR cells viability, CellTiter-Glo, 72 h; Potency, µM (top dose mostly 46.1 µM), for the others: top-dose activity change, negative = cytotoxicity, usual class: cytotoxic; AID 1347076, 2019; 400,000 tested, 3.4% active; note: potency is the fitted concentration of half-maximal effect; % is set by controls: 0 for no effect and ±100 for the full control effect; nearly all actives have a fitted effect of over 60% in size
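KB-V1 MDR subline cells in DMEM (phenol-red free, 10% FBS) exposed to compounds in qHTS concentration series for 72 h at 37 degrees C. Viability read by CellTiter-Glo luminescence; concentration-effect curves fitted after normalization and correction.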
IL1B secr inh = qHTS for Inhibitors of Inflammasome Signaling: IL-1-beta AlphaLISA Primary Screen; THP-1 LPS/ATP IL-1B secretion, AlphaLISA, 16 h; hits give low values; activity change, % at 57.5 µM; 360,000 tested, 4.7% active; AID 743279, 2014; in the data active = activity change below about -50%; inconclusive = mostly about -30% to -49%; note: % is set by controls: 0 for no effect and ±100 for the full control effect
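Secreted IL-1B measured by AlphaLISA bead assay after 16 h compound exposure of THP-1 cells; compounds (final up to 57.5 uM) added 1 h before LPS (250 ng/mL) and ATP (1.25 mM) stimulation; lower signal means less secretion.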
SW480 rerep = A quantitative high throughput screen for small molecules that induce DNA re-replication in SW480 colon adenocarcinoma cells; SW480 DNA re-replication, Hoechst DNA content imaging, 48 h; Potency, µM (highest dose often 46.1 µM), for the others: at the top dose re-replication activation, actives largely listed as activators; 340,000 tested, 1.8% active; AID 624297, 2012; note: potency is the fitted concentration of half-maximal effect; % of control where 0% means no effect; nearly all actives have a fitted effect of over 55% in size
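Compounds, transferred as 23 nL by pin tool, were incubated with cells for 48 hr; DNA content per nucleus was then quantified by Hoechst staining and fluorescence plate imaging.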
HT1080 IDH1KD tx = qHTS for induction of synthetic lethality in tumor cells producing 2HG: qHTS for the HT-1080-IDH1KD cell line; HT-1080 IDH1 knockdown viability, ATP luminescence, 48 h; Potency, µM (doses to about 46.1 µM), without a hit: at the top dose activity, negative = toxicity, most hits filed as cytotoxic; 360,000 tested, 2% active;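 note: potency is the fitted concentration of half-maximal effect; 0% = DMSO wells and -100% = cell-free medium wells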
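HT-1080-IDH1KD cells (IDH1 knocked down), 750/well in RPMI with 5% FBS, treated with compound 48 h at 37 degrees C. Viability by CellTiter-Glo luminescence, normalised to DMSO and no-cell wells; concentration-response curves classed.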
The depositor's hits bear a star; i = inactive; ? = inconclusive; nt = not tested or not shown; & = joins results of further samples; [ ] = another dose, or the depositor's remark. Unless noted, calls come from the whole dose curve; as a rule, active = well fitted curve in the direction sought with a large enough effect; inconclusive = small, poorly fitted or top-dose-only effect, or another doubt; inactive = no such curve, though single readings can be large; an effect the other way counts as inactive or inconclusive.

Every second line gives: KB-3-1 tox, HT1080 IDH1KD tx, DRD3 agonist, MCF10A rerep, HT1080NT lethal, KB-V1 cytotox, IL1B secr inh, GLP1R cytotox, SW480 rerep
N/N=C(\c1ccccc1)c1cc(Cl)ccc1N
  7%, 2%, 3, -3%, -2%, 33%, -14, -3%, 1%
COc1ccc(N2CCN(CC(O)c3c[nH]c4ccc(OC)cc34)CC2C)cc1 (stereo not drawn)
  -6%, ?, -4, ?, -23%, 8%, -9, ?, 29%
CC(CN1CCCCC1)C(=O)NN (stereo not drawn)
  4%, 14%, 7, 1%, 9%, 11%, 9, 8%, -11%
COc1ccc(C(=O)Nc2ccc(C3=NNC(=O)CC3C)cc2NC(=O)c2ccc(OC)cc2)cc1 (stereo not drawn)
  5%, -21%, 7, 13%, -10%, ?, ?, -13%, ?
CCc1nc2c(OCCC3CCCCC3)cccn2c1N(C)C(=O)CC(C)C
  ?, ?, -15, nt, ?, ?, ?, 6%, nt
CC(=O)Oc1ccc(N(C(C)=O)S(=O)(=O)c2ccc(C)cc2C)c2ccccc12
  0%, -7%, -8, ?, ?, -39%, 88, -11%, ?
CN(CC(=O)NCc1cccc(F)c1)C(=O)c1ccco1
  3%, 18%, 3, -3%, 14%, -15%, 11, 7%, 15%
O=C(Cn1cnc2ccccc21)N/N=C/c1ccc([N+](=O)[O-])cc1
  0%, -2%, -1, -13%, -3%, -2%, 23, 14%, -15%
CC(/C=N/NC(=O)c1cc(C(C)C)[nH]n1)=C\c1ccccc1
  ?, -10%, -6, 29%, -9%, -8%, -23, -16%, 25%
CCOC(=O)c1cc(C)[nH]c(=O)c1C#N
  -10%, 8%, 1, -1%, 7%, 7%, 13, 4%, 0%
O=C1Nc2ccc([N+](=O)[O-])cc2OC1CCN1CCCC1 (stereo not drawn)
  10%, -2%, 4, 1%, 1%, 3%, 28, 2%, 1%
CCc1ccccc1OCC(=O)Nc1cccc(S(=O)(=O)NC2=NCCC2)c1
  0%, 3%, 6, -5%, 2%, 0%, 0, 0%, 0%
Cc1ccc(/C=C/C(=O)OC(C)C(=O)Nc2ccc(Cl)cn2)o1 (stereo not drawn)
  3%, 2%, 2, ?, 17%, -1%, i, -2%, -3%
Cc1ccc(CNC(=O)CN2CCCN(Cc3ccc(F)cc3)S2(=O)=O)cc1
  -16%, nt, 6, nt, nt, -14%, nt, 7%, nt
CCOC(=O)c1cc(OC(=O)c2ccc(OC)c(OC)c2)n(-c2ccccc2)n1
  6%, nt, 7, nt, nt, 4%, nt, -12%, nt
C=CCCC1(C)C(=O)N(c2ccccc2)c2ccccc21 (stereo not drawn)
  ?, -10%, 8, ?, -7%, ?, 16, -8%, 18µM*
COc1ccccc1NC(=O)c1c(C)oc2c1CCCC2
  8%, 7%, 0, ?, ?, 1%, 15, -8%, 3%
CCN(CC(=O)Nc1cccc(F)c1)Cc1nc2ccccc2c(=O)[nH]1
  -9%, -6%, 2, 7%, -1%, -5%, 26, ?, -3%
O=C1CC(c2ccco2)Cc2nc(N3CCc4ccccc4C3)ncc21 (stereo not drawn)
  -5%, -16%, -8, ?, 0%, ?, -8, 27%, 0%
CCn1c(=O)cc(OCC(=O)Nc2ccc(C)c(F)c2)c2ccccc21
  17%, nt, -11, nt, nt, 0%, nt, 3%, nt

7 consecutive compounds already listed:
Every second line gives: KB-3-1 tox, HT1080 IDH1KD tx, DRD3 agonist, MCF10A rerep, HT1080NT lethal, KB-V1 cytotox, IL1B secr inh, GLP1R cytotox, SW480 rerep
N/N=C(\c1ccccc1)c1cc(Cl)ccc1N
  7%, 2%, 3, -3%, -2%, 33%, -14, -3%, 1%
COc1ccc(N2CCN(CC(O)c3c[nH]c4ccc(OC)cc34)CC2C)cc1 (stereo not drawn)
  -6%, ?, -4, ?, -23%, 8%, -9, ?, 29%
CC(CN1CCCCC1)C(=O)NN (stereo not drawn)
  4%, 14%, 7, 1%, 9%, 11%, 9, 8%, -11%
COc1ccc(C(=O)Nc2ccc(C3=NNC(=O)CC3C)cc2NC(=O)c2ccc(OC)cc2)cc1 (stereo not drawn)
  5%, -21%, 7, 13%, -10%, ?, ?, -13%, ?
CCc1nc2c(OCCC3CCCCC3)cccn2c1N(C)C(=O)CC(C)C
  ?, ?, -15, nt, ?, ?, ?, 6%, nt
CC(=O)Oc1ccc(N(C(C)=O)S(=O)(=O)c2ccc(C)cc2C)c2ccccc12
  0%, -7%, -8, ?, ?, -39%, 88, -11%, ?
CN(CC(=O)NCc1cccc(F)c1)C(=O)c1ccco1
  3%, 18%, 3, -3%, 14%, -15%, 11, 7%, 15%

Additional records follow:
Every second line gives: KB-3-1 tox, HT1080 IDH1KD tx, DRD3 agonist, MCF10A rerep, HT1080NT lethal, KB-V1 cytotox, IL1B secr inh, GLP1R cytotox, SW480 rerep
Cn1cnnc1SCC(=O)NC(=O)NCc1ccccc1
  20%, 1%, 1, -3%, -1%[9.24 µM], ?, 17, 0%, ?
Cc1ccc(S(=O)(=O)N(CC(=O)NCCSc2ccc(Cl)cc2)c2cccc(Cl)c2)cc1
  -15%, nt, 2, nt, nt, -22%, nt, -12%, nt
C=CCn1c(O)c(C=Nc2ccc(Cc3ccncc3)cc2)c(=O)[nH]c1=S
  16%, 4%, 4, -6%, -4%, 13%, 12, -33%, -3%
CCOC(=O)c1c(N)sc2c1CCCC2=O
  7%, 7%, -1, -16%, 0%, -14%, nt, -3%, ?
CC(C)(C)NC(=O)N1CCCN(c2ccc(C(F)(F)F)cn2)CC1
  -12%, -13%, -12, 0%, -14%, -4%, -9, 14%, -9%
Cc1ccc(CC(=O)NCCS(=O)c2ccc(C)cc2)cc1 (stereo not drawn)
  -9%, 13%, -2, -3%, 7%, 1%, 2, 1%, -16%
COc1ccccc1NC(=O)COC(=O)Cc1cccs1
  4%, 3%, 1, -1%, 4%, 3%, 51, 11%[7.66 µM], -1%
Cc1ccc(NC(=O)Cn2cc(S(=O)(=O)c3ccc(F)cc3)c(=O)c3cc(F)ccc32)cc1
  -15%, -2%, -13, 31%, -1%, 0%, -8, 3%, -2%
Cc1cc(C)cc(NC(=O)c2cn3c4c(ccc(Cl)c4c2=O)OC(C)C3)c1 (stereo not drawn)
  4%, nt, 6, nt, nt, 12%, nt, 0%, nt
CCOc1ccc(CNC(=O)c2ccc3c(c2)c(C)c(C)n3C)cc1
  11%, nt, -12, nt, nt, 2%, nt, 2%, nt
OC[C@@H]1CN(Cc2ccc(-c3ccccc3)cc2)C[C@H](n2cnc3c(NCc4ccc(F)cc4)ncnc32)O1
  ?, ?, 8, nt, 18µM*, ?, -7, -22%, nt
CCC(CC)c1nnc(NS(=O)(=O)Cc2ccccc2)s1
  13%, 13%, 9, 1%, 11%, 0%, 0, -2%, 1%
COc1ccc(NC(=O)CN(C)CC(=O)NCC2CCCCC2)cc1
  4%, 11%, -11, 17%, -6%, -3%, -1, -4%, -481%[inhibitor]
Cc1csc(SCc2ccc(C(=O)O)cc2)n1
  -4%, 7%, 5, 1%, 11%, 15%, -15, 1%, -8%
CCN1C(=O)C(C)S/C1=N\S(=O)(=O)c1ccc(F)cc1 (stereo not drawn)
  7%, 10%, 1, 12%, 8%, 2%, 7, 2%, -7%
CC(=O)Nc1cccc(S(C)(=O)=O)c1
  -6%, 17%, -7, 3%, 10%, ?, 4, 4%, -5%
COC(=O)c1cc2c(=O)c3ccccc3oc2nc1C
  -17%, 17%, 11, -10%, 23%, -4%, -9, 5%, -4%
CCOC(=O)C1(C)CCN1C(=O)c1ccc2ccccc2c1 (stereo not drawn)
  0%, ?, 4, nt, 13%, 4%, 18, 1%, nt
COc1ccccc1Oc1ccc(S(=O)(=O)Nc2cccnc2)cc1
  -11%, ?, 28, 3%, ?, 2.6µM*, -2, -1%, 1%
COc1cc(NC(=O)CCc2nc(-c3cccs3)no2)cc(OC)c1OC
  -5%&-6%, -26%, 7&-2, 12%, -29%, ?, 6, 0%&-14%, -1%
Cc1nc2ccccc2n1CC(=O)c1ccc(O)c(O)c1
  ?, 5%, 10, 0%, -2%, ?, 35, 16%, -17%
O=C(Oc1ccc(C(=S)N2CCOCC2)cc1)c1ccccc1
  14%, -11%, -5, 7%, -11%, -10%, -4, 0%, -18%
c1ccc(CCSc2ncnc3nc[nH]c23)cc1
  ?, -15%, -1, 3%, -5%, -9%, 42, -2%, ?
N#C/C(=C/c1cccs1)c1nc2ccccc2[nH]1
  -4%, -26%, -8, ?, -22%, ?, 9, 40%[activator], 20%
COc1ccc(CCN2C(=O)c3oc4ccc(F)cc4c(=O)c3C2c2ccc(C(C)(C)C)cc2)cc1 (stereo not drawn)
  -1%, nt, 6, nt, nt, -9%, nt, -6%, nt
COc1ccc2cc(CO)n(C)c2c1
  2%, 11%, -3, ?, 16%, 19%, 27, 13%, 25%
CC1CCc2sc(C(=O)OCC(=O)NCc3ccccc3)cc2C1 (stereo not drawn)
  ?, ?, 1, 6%, ?, ?, 8, ?, ?
CCCCC12CN3CCN(CC(C3)/C1=N\NC(=O)Nc1ccccc1)C2
  9%, -5%, -6, 5%, -1%, -21%, 0, 13%[1.53 µM], 1%
O=C(Cc1c(F)cccc1Cl)NNC(=S)Nc1ccc(S(=O)(=O)Nc2ncccn2)cc1
  4%, 0%, -4, -37%[inhibitor], -2%, 20%, 8, 0%, -23%

Source: PubChem (National Center for Advancing Translational Sciences (NCATS))
